# CCHF vOTU inh = CCHFV vOTU protease inhibition. Pep-AMC fluorescence. inhibition, % at 11.5 µM. 370,000 tested, 0.55% active. AID 651958; further: 0% = vehicle wells with enzyme and 100% = no enzyme wells
# BoNT A protease = BoNT A light chain protease inhibition; multiplex microsphere protease substrate cleavage, flow cytometry; inhibition, % at 10 µM; 360,000 tested, 0.17% active; AID 588499; in the data active means inhibition above about 30%; inconclusive means no clear call, values can overlap the other calls; further: plate controls were buffer without enzyme for full effect and enzyme alone for no effect
# UGM FP inh = inhibitors of M. tuberculosis UDP-galactopyranose mutase | purified UGM, fluorescence polarization probe displacement | 320,000 tested, 0.06% active | inhibition, % at 10 µM | AID 504406 | P9WIQ1; in the data active means inhibition above about 10%, passing the limit was not always enough; inconclusive means no clear call, values can overlap the other calls
# Target sequence (P9WIQ1 whole entry, looked up): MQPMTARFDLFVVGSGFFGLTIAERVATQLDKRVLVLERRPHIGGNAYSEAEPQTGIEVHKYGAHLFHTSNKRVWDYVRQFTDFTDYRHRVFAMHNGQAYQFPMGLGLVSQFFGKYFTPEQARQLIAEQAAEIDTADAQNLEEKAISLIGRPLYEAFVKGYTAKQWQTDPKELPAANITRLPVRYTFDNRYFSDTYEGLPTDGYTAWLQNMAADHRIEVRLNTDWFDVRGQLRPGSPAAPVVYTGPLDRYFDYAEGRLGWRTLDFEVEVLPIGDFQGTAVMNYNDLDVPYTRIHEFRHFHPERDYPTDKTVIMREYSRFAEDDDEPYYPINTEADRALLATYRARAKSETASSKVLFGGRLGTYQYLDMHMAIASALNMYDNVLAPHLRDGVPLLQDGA
# FBA Mtb inh = Mtb fructose-bisphosphate aldolase inhibition; P9WQA3; purified M. tuberculosis FBA, fluorescence read-out; inhibition, % at 1 µM; 360,000 tested, 2.3% active; AID 588726; in the data active means inhibition above about 27%;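 further: 0% = vehicle and 100% = reference inhibitor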
# Target sequence (P9WQA3 whole entry, looked up): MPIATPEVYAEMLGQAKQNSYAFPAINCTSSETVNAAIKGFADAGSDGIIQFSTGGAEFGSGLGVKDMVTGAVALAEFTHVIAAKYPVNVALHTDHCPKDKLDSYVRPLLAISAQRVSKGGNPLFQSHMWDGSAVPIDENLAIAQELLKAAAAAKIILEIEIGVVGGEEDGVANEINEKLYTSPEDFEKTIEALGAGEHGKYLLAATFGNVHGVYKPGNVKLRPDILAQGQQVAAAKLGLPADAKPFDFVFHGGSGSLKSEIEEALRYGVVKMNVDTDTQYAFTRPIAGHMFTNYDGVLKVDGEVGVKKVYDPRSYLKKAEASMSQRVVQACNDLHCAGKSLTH
# GDH-TPI counter = counter-screen for M. tuberculosis FBA inhibitors: GDH-TPI coupled enzymes; GDH-TPI coupled enzyme counterscreen, NADH absorbance; inhibition, % at 4.8 µM; 360,000 tested, 1.2% active; AID 588335;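 further: 0% = DMSO wells and 100% = wells lacking the enzyme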
# FadD28 FP inh = inhibitors of Mycobacterium tuberculosis FadD28 bisubstrate binding; FadD28 bisubstrate probe binding, fluorescence polarization; inhibition, % at 12.5 µM; 360,000 tested, 0.22% active; in the data active means inhibition above about 8.5%, passing the limit was not always enough; inconclusive means no clear call, values can overlap the other calls
# PrPC surface inh = reduces human prion protein on the cell surface; 370,000 tested, 0.43% active; inhibition, % at 13.8 µM; cell surface PrPC, TR-FRET read-out; P04156; AID 720596; in the data active means inhibition above about 24%; further: 0% = median of the test wells and 100% = reference compound wells
# BioA inh = inhibitors of Mycobacterium tuberculosis BioA enzyme; purified M. tuberculosis BioA enzyme, plate reader; inhibition, % at 9.99 µM; 360,000 tested, 0.096% active; in the data active means inhibition above about 40%; inconclusive means no clear call, values can overlap the other calls
# BoNT F protease = blocks Botulinum neurotoxin F light chain protease; 360,000 tested, 0.22% active; AID 588497; Multiplex microsphere protease cleavage assay, flow cytometry; inhibition, % at 10 µM; in the data active means inhibition above about 35%, passing the limit was not always enough; inconclusive means no clear call, values can overlap the other calls; further: plate controls were buffer without enzyme for full effect and enzyme alone for no effect
# An asterisk follows results filed as active; ? = inconclusive; / = no result given. Unless noted, no stated cut-off is given here; in the data, active means inhibition above about 30%; inactive means the rest. Random draw from the library; overall some 4.8% were active at least once.
# Sample of the layout:
molecule	FadD28 FP inh	GDH-TPI counter	BioA inh	FBA Mtb inh	CCHF vOTU inh	BoNT A protease	UGM FP inh	PrPC surface inh	BoNT F protease
O=C(NCCCl)Nc1ccccc1OCCOc1ccccc1NC(=O)NCCCl	-2.9	2	0.1	1	11	1.2	-3.7	-9	-34
COC(=O)c1ccc(Cc2ccccc2)o1	-1.3	4	/	-2	-1	-0.3	1.9	-4	2
COc1ccc2[nH]c(C(=O)O)c(CCC(=O)O)c2c1	0.1	-1	-0.5	42*	-9	-0.6	-4.0	-2	-1

# The list itself (from the top)
molecule	FadD28 FP inh	GDH-TPI counter	BioA inh	FBA Mtb inh	CCHF vOTU inh	BoNT A protease	UGM FP inh	PrPC surface inh	BoNT F protease
O=C(NCCCl)Nc1ccccc1OCCOc1ccccc1NC(=O)NCCCl	-2.9	2	0.1	1	11	1.2	-3.7	-9	-34
COC(=O)c1ccc(Cc2ccccc2)o1	-1.3	4	/	-2	-1	-0.3	1.9	-4	2
COc1ccc2[nH]c(C(=O)O)c(CCC(=O)O)c2c1	0.1	-1	-0.5	42*	-9	-0.6	-4.0	-2	-1
CC1(C)CC2(C)Nc3ccccc3N2C(=S)N1 (stereo not drawn)	-1.2	15	-1.9	3	-7	0.0	-1.1	3	-5
O=C(/C=C/c1cccc(F)c1)N1CCN(c2ccccn2)CC1	-0.8	3	/	5	9	-1.5	2.4	-3	1
C=C(C)CN(CC)C(=O)CSc1ccc(S(=O)(=O)N2CCN(Cc3ccccc3)CC2)cn1	-4.2	-3	-0.2	-3	4	-0.5	0.0	9	-7
COc1cccc(N2CCN(C(=O)C3CCC(=O)N(C4CCCCCC4)C3)CC2)c1 (stereo not drawn)	-1.9	19	-1.6	2	18	-4.5	4.8	5	-8
C=CCN(C(=O)COc1ccccc1)c1nnc(-c2ccncc2)s1	-1.2	15	-1.5	41*	2	-0.1	-0.7	-3	2
O=C(NCc1ccc(Cl)cc1)c1cc(-c2cccs2)on1	-3.3	-4	-0.8	-3	0	6.9	-1.3	-3	6
C/C(CC(=O)Nc1ccc(N(C)C)cc1)=N\NC(=O)Cc1csc(N)n1	0.0	13	-0.5	2	7	-0.3	-1.6	-5	-5
Cc1ccc(C)c(S(=O)(=O)N2CCCOC2CNC(=O)C(=O)NCc2ccccn2)c1 (stereo not drawn)	1.2	8	-2.5	9	-5	0.7	-1.2	-1	8
Nc1ccn([C@@H]2O[C@H](C(=O)N3CCSC3)[C@@H](O)[C@H]2O)c(=O)n1	-3.9	/	-0.8	2	-11	-0.1	/	-5	-7
N#Cc1ccccc1S(=O)(=O)N1CCN(c2nc(-c3cccnc3)nc3ccccc23)CC1	-3.5	6	-1.9	-1	18	/	/	4	/
CCn1c(NCc2ccco2)nc2c1c(=O)n(C)c(=O)n2C	-1.3	-12	1.6	4	-2	-0.9	2.9	3	-2
O=C1[C@H]2[C@@H](c3ccc(C(F)(F)F)cc3)N[C@]3(CCCN(Cc4ccc(Br)cc4)C3=O)[C@H]2C(=O)N1Cc1ccccc1	-2.0	0	-2.2	-1	9	-0.1	/	6	-4
O=C(O)c1ccccc1Nc1ccc([N+](=O)[O-])c2nonc12	0.0	15	7.3	-11	/	-2.6	-0.5	/	3
CC1CN(S(=O)(=O)c2ccc(F)cc2)CN1C(=O)N1CCOCC1 (stereo not drawn)	-1.3	1	0.5	-1	22	-2.0	-0.3	-1	-8
O=C(COc1ncnc2ccccc12)NCc1ccco1	-1.7	-1	4.0	-1	-8	-0.9	-2.8	8	-3
CCc1noc(C)c1C(=O)N1CCN(S(=O)(=O)c2ccccc2C(F)(F)F)CC1	-1.2	-3	-0.2	-2	4	0.0	-1.4	3	1
CCOC(=O)Cc1csc(NC(=O)CCCCCN2C(=O)c3ccccc3C2=O)n1	1.0	0	-1.1	1	6	0.2	1.0	3	-2
COc1ccc(CCNC(=O)COC(=O)COc2ccc(C#N)cc2)cc1	2.3	3	/	-2	0	-0.6	2.7	0	-3
COc1cccc(-c2ccc(CN3C(C(C)C)C(=O)N(Cc4cn(CCC5OCCO5)nn4)CCS3(=O)=O)cc2)c1OC (stereo not drawn)	-0.8	/	0.1	1	6	-0.1	/	-7	0
CN(C)Cc1ccccc1COc1ccccc1	1.5	12	-5.0	1	-15	-0.3	0.3	-7	2
CN(C)S(=O)(=O)c1ccc(N2CCCC2)c(C(=O)NCC(=O)Nc2ccc(F)c(F)c2)c1	-0.4	2	3.1	-2	4	-200	-1.5	-5	-325
O=C(c1cnn2c(C(F)(F)F)cc(-c3cccs3)nc12)N1CCN(Cc2ccccc2)CC1	-4.8	10	1.8	5	7	0.4	1.3	-11	0
C[C@H](NS(=O)(=O)OCC(Cl)(Cl)Cl)C1CC1c1ccccc1 (stereo partly drawn)	-1.0	7	0.5	5	19	0.1	-0.6	5	15
Cn1c(=O)c2sccc2n2c(CCCC(=O)NCCc3ccc(S(N)(=O)=O)cc3)nnc12	-2.1	-3	-0.5	6	-5	-0.5	2.2	4	-11
O=S(=O)(NCC(c1cccnc1)N1CCOCC1)c1ccccc1 (stereo not drawn)	-0.6	6	/	1	13	-0.3	0.3	-2	-2
COc1cc(CN2CCN(CC#Cc3ccccc3)CC2CCO)cc(OC)c1 (stereo not drawn)	-0.3	15	-0.2	1	0	/	1.1	-11	/
Cc1ccc(-c2nn(-c3ccccc3)cc2/C=C/C(=O)Nc2nccs2)cc1	-3.1	12	0.6	6	-18	-0.2	-1.4	-5	1
CCc1nc2c(OCc3ccccc3C(=O)OC)cccn2c1N(C)C(=O)CC(C)C	-1.9	-2	5.0	-1	12	-0.9	/	4	0
O=C(NCc1cc(Cl)cc(Cl)c1)c1ccc2nc([C@@H]3O[C@H](CO)[C@@H](O)[C@H]3O)[nH]c2c1	-0.5	3	0.2	3	0	0.1	/	-5	3
COc1ccc(N2CCN(C(=O)CCCCCn3c(=S)[nH]c4cc5c(cc4c3=O)OCO5)CC2)cc1	-0.3	6	0.0	1	/	1.0	0.8	/	3
O=C(O)c1cccc(O)c1O	-2.1	-4	-0.7	1	1	-0.5	2.3	1	-9
COc1ccccc1N1CCN(C(=O)CN2C(=O)c3ccccc3C2=O)CC1	0.4	-1	/	3	-9	-1.1	-2.1	0	-8
O=C(CSc1nc(O)cc(=O)n1C1CCCC1)Nc1cccc(Cl)c1Cl	0.6	-1	/	6	-11	0.4	-2.8	2	-1
CS(=O)(=O)NCC(c1cccnc1)N1CCN(c2ccc(F)cc2)CC1 (stereo not drawn)	-0.3	-4	0.7	2	5	-0.7	/	-1	-4
O=[N+]([O-])c1cc(S(=O)(=O)Nc2ccccc2)ccc1Nc1ccccc1	-1.2	8	0.0	-6	5	-0.5	/	12	-4
CCC(Cc1ccccc1)NS(=O)(=O)c1ccc2c(c1)NC(=O)C(C)S2 (stereo not drawn)	-4.4	-16	3.2	-5	12	-0.4	-1.7	14	-3
CCOc1ccc(C(C)=O)cc1CSc1nnc(-c2ccoc2C)n1N	-2.7	-1	1.0	-5	-8	0.5	4.1	-6	-9
Nc1nc(Cl)cc(N2CCOCC2)n1	-2.2	3	1.8	3	11	0.1	-1.8	5	-3
CCCNC(=S)Nc1c(C)n(C)n(-c2ccccc2)c1=O	-0.5	2	/	2	4	-0.4	-3.5	6	-7
CSc1cc(N2CCOCC2)nc(-c2ccccc2Cl)n1	-3.4	-13	/	-1	1	0.2	0.4	2	5
O=C(Cn1c(C(F)(F)F)nc2ccccc21)OCC(=O)c1c[nH]c2ccccc12	-3.6	6	-0.8	-1	8	57*	-1.4	-4	-9
COCCNS(=O)(=O)c1cc(F)ccc1OC	1.6	-2	1.7	-2	13	-0.8	-2.5	4	-26
CCc1ccc(OCC(=O)NC(=S)Nc2ccc(S(=O)(=O)NC3CCCCC3)cc2)cc1	-2.7	11	0.0	3	14	0.8	2.5	6	4
CC1(C)SC2c3ccccc3C(=O)N2[C@@H]1C(=O)NC1CC1 (stereo partly drawn)	-2.2	4	/	2	8	-0.8	2.2	-1	2
Cc1ccccc1OCC(=O)NNC=O	-3.0	-13	0.1	-3	13	0.3	-4.1	7	3
Cc1cc(C)c(S(=O)(=O)N2CCN(C3CC(=O)N(c4ccccc4Cl)C3=O)CC2)c(C)c1 (stereo not drawn)	-5.2	0	0.3	-1	4	1.6	0.3	3	2
CC#CCN1c2ccccc2[C@]23C[C@@H](C(=O)OC)N(C(=O)NCCBr)C2=NC(C(=O)OC)=C(C(=O)OC)[C@H]13	-2.8	8	-3.3	1	-4	0.1	-0.5	-8	-1
COc1cc(C)nc(Oc2ccc(=O)[nH]n2)n1	-1.7	8	-0.7	3	10	0.3	1.2	-7	8
COC(=O)C(NC(C)=O)(Nc1ccccn1)C(F)(F)F (stereo not drawn)	-1.2	-4	/	1	-4	1.0	-1.8	5	6
COC(=O)c1cccc(NC(=O)C2CCCN2C(=O)c2cccs2)c1 (stereo not drawn)	-3.0	6	1.8	2	5	0.6	/	-10	6
O=C(CSc1nnc(-c2ccccc2)n1-c1ccccc1)c1cccs1	-5.5	-4	-0.1	-1	3	?	-0.7	4	-6
Cc1ccccc1NC(=O)CCOc1ccccc1	-3.1	3	1.3	0	-17	0.4	-3.2	0	-12
O=C(Cn1cnc2c(nnn2-c2cccc(Cl)c2)c1=O)N1CCOCC1	-1.1	8	-1.0	1	1	-1.1	1.9	1	3
Cc1ccc(O)c(NC(=O)C2=CC(c3cccs3)=NS(=O)(=O)N2C)c1	-3.1	13	9.1	-3	11	0.0	5.1	-31	-5
CCCCOC(=O)Sc1nc2ccccc2o1	0.3	11	1.2	1	2	0.5	0.8	-4	5
Cc1ccc(C(=O)NCC(=O)N2CCN(c3cccc(Cl)c3)CC2)s1	-1.2	9	-1.0	5	12	0.3	-0.2	6	-2
O=c1ccn(-c2cccc(C(F)(F)F)c2)nc1-c1ccn(-c2ccccc2F)n1	-4.7	22	11	0	5	-0.6	-1.9	-10	2

# (more compounds)
molecule	FadD28 FP inh	GDH-TPI counter	BioA inh	FBA Mtb inh	CCHF vOTU inh	BoNT A protease	UGM FP inh	PrPC surface inh	BoNT F protease
COc1ccc(C2CC(c3cccs3)=Nc3ccccc3S2)cc1 (stereo not drawn)	-6.6	1	0.2	-3	2	0.1	-1.6	-7	1
O=C(NCC1CCCO1)c1cccc(Oc2ccccc2)c1 (stereo not drawn)	-4.6	1	-0.4	-3	-4	2.4	0.3	1	-1
O=C1N(c2ccccc2)C[C@@H]2C[C@@H](c3cccc4c3OCO4)N3CCC[C@@]123	-0.5	9	/	-2	-11	-0.2	-1.0	-1	-6
CC(=O)N(NC(=O)c1ccccc1Cl)C1CC(=O)N(c2ccc(C)cc2)C1=O (stereo not drawn)	-1.3	4	0.0	2	7	0.3	-0.4	-2	9
CCOC(=O)CNC(=O)Nc1cc(C(C)(C)C)nn1-c1ccccc1	-0.4	4	1.0	0	-3	0.4	3.9	-2	-13
CCOC(=O)N1CCC(Nc2nc3ccccc3n3cnnc23)CC1	-3.0	12	-0.2	1	15	-0.7	-2.4	-2	5
Nc1cc(S(=O)(=O)C(F)(F)F)ccc1C(=O)O	-1.2	14	-2.8	1	9	-1.0	-0.2	4	-6
Cc1c(Cc2ccccc2)c(=O)oc2c(C)c(OCC(=O)NCc3ccccn3)ccc12	0.0	2	-0.3	5	-10	-1.6	-0.5	7	-11
CCNC(=O)CC1C(=O)N(c2cccc(C)c2)C(=O)N1CCC(C)C (stereo not drawn)	-4.0	3	-0.7	-2	16	0.0	0.9	3	-4
CCN(C[C@H]1N[C@@](Cc2ccccc2)(C(=O)OC)[C@H]2C(=O)N(C)C(=O)[C@@H]12)C(=O)NC(C)C	-4.7	-1	-0.3	0	3	-0.5	-1.9	9	-9
Nc1nc(-c2ccccc2)cn1/N=C/c1ccccc1	-1.6	0	-1.4	2	-9	3.7	3.9	6	20

# Screening results from PubChem.
